From PubChem BioAssay
TEAD-YAP inh – TEAD-YAP interaction inhibition, primary screen, TEAD-YAP interaction inhibitor project, luminescence, HEK-TIYL cells | AID 1259422, 2018 | inhibition, % at 9.12 µM | hit rate 1.4% among 640,000 | TEAD-Gal4/YAP UAS-luciferase luminescence; in the data active = inhibition above about 32%;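 also: 0% = median of test compound wells and 100% = reference inhibitor wells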
GPR151 ag – activators of human GPR151, primary screen, cell-based, PathHunter beta-arrestin, luminescence; G-protein coupled receptor 151 (Homo sapiens), Q8TDV0; PathHunter beta-arrestin GPR151 cells; hit rate 1% among 650,000; activation, % at 11.2 µM; in the data active = activation above about 4.9%;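 also: 0% = median of compound wells and 100% = cells with positive control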
Target sequence (Q8TDV0 whole entry, looked up): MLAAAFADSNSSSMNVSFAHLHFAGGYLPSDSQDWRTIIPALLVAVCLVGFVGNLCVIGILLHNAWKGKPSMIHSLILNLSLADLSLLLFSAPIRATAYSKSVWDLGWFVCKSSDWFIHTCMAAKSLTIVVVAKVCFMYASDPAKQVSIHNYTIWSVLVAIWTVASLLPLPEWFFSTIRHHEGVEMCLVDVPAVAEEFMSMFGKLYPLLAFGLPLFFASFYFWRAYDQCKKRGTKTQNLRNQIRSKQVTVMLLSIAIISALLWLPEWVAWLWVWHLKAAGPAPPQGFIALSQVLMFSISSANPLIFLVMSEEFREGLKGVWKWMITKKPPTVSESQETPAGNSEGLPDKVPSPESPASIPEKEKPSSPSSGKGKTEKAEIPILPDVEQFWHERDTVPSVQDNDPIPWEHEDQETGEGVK
FBW7 act – FBW7 E3 ligase activators, primary screen, biochemical, AlphaScreen, human; AID 1259310, 2017; F-box/WD repeat-containing protein 7 (Homo sapiens), Q969H0; AlphaScreen FBW7–phospho-cyclin E peptide binding, activator screen; normalized activity (activation), % at 26.1 µM; hit rate 0.13% among 650,000; in the data active = normalized activity above about 1.9%;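 also: purified mutant Fbw7 with reduced substrate affinity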
MITF primary – MITF inhibitors, primary screen, biochemical, AlphaScreen, human | inhibition, % at 2.6 µM | hit rate 0.91% among 650,000 | AlphaScreen MITF homodimerization, bead proximity signal | Microphthalmia-associated transcription factor (Homo sapiens), O75030; in the data active = inhibition above about 50%;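 also: 0% = vehicle wells with protein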
Target sequence (O75030 whole entry, looked up): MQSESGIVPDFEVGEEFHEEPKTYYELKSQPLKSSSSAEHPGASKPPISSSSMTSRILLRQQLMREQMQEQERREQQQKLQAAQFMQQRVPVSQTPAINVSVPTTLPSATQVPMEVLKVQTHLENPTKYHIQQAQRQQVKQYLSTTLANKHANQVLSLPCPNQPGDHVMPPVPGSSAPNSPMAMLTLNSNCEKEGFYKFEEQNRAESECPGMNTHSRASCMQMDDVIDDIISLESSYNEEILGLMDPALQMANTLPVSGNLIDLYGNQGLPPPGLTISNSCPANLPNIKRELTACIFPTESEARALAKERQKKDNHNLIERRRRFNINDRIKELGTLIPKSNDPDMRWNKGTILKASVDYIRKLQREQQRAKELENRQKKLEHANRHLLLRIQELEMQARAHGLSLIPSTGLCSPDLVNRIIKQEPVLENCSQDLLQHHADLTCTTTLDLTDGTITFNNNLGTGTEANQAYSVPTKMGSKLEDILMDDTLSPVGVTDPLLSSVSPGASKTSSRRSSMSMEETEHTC
The depositor's hits bear a star; nt = no result given; & = joins results of further samples.

Second line of a record: TEAD-YAP inh | GPR151 ag | FBW7 act | MITF primary
CCOc1ccc(-n2c(SC)nc3c(sc(=S)n3-c3ccc(C)c(C)c3)c2=O)cc1
 : 4 | 0.1 | 0.0 | 3
Cc1cccc(OCCOc2ccc([N+](=O)[O-])cc2-c2nc3sc4c(c3c(=O)[nH]2)CCCC4)c1
 : -3 | 1.6 | -0.1 | -1
CCC[C@@H]1NC(=O)[C@H]2CN(CC(C)C)CCN2C1=O
 : 2 | -1.2 | 0.0 | 1
COC(=O)c1ccc(OC(=O)C23CCC(C)(C(=O)O2)C3(C)C)cc1 (stereo not drawn)
 : -9 | -0.3 | 0.3 | 21
O=C(/C=C/c1ccccc1)Nc1ccccc1-c1nc2ccccc2s1
 : 7 | 0.2 | 0.1 | 10
O=C(c1ccccc1[N+](=O)[O-])N1CCN=C1SCc1cccnc1
 : -11 | -1.2 | 0.5 | 7
NS(=O)(=O)c1ccc(NC(=O)c2ccc(Br)s2)cc1
 : -1 | 1.1 | -0.1 | 0
CCOC(=O)C1=C(C)N=c2s/c(=C/c3ccc(-c4ccc(Cl)c(Cl)c4)o3)c(=O)n2C1c1cccs1 (stereo not drawn)
 : -10 | -0.3 | -0.2 | 1
COc1cc2nc(Nc3ccc(OC(F)(F)F)cc3)nc(Nc3ccc(OCCN4CCCCC4)cc3)c2cc1OC
 : -5 | -0.4 | 0.8 | 5
O=C(Nc1ccc(N2CCOCC2)cc1)c1ccc2nc(-c3ccc(C(=O)NC4CC4)cc3)sc2c1
 : -3 | -2.8 | -0.2 | 4
COC(=O)[C@H](COC(C)(C)C)NC(=O)OC1C(=O)c2ccc(OC)cc2O[C@@H]1c1ccc2c(c1)OCO2 (stereo partly drawn)
 : nt | -1.2 | -0.2 | -10
OC1CCCN(Cc2cc(F)ccc2F)C1 (stereo not drawn)
 : 4 | -0.5 | 0.5 | 12
COc1ccc(C(=O)NCC(=O)N/N=C(\C)c2ccc(N)cc2)cc1OC
 : -6 | -0.4 | 0.3 | 14
O=C(NCc1noc2ccccc12)NC1CCCC1
 : -33 | -1.0 | -0.2 | -4
O=C1OC(c2ccc(Cl)c([N+](=O)[O-])c2)=N/C1=C/c1ccc(Cl)cc1
 : -1 | -0.5 | 0.1 | 6
CCOC(=O)c1sc(NC(=O)COc2cc(C)ccc2C(C)C)c(C(=O)OCC)c1C
 : -1 | 0.6 | -0.1 | -14
CCn1c(=O)n(CC(=O)NCc2ccccc2OC)c(=O)c2ccccc21
 : -4 | -0.8 | -0.1 | 2
Cc1nn(Cc2ccc(Br)cc2)c(C)c1[N+](=O)[O-]
 : 9 | 4.2 | 0.8 | 20
CCN(CC)c1ccc(NC(=S)NC(=O)/C=C/c2ccccc2)cc1
 : -2 | -0.4 | -0.1 | 22
Cc1ccnc(SCC(=O)N2CCc3ccccc3C2)n1
 : 0 | 0.2 | -0.1 | -2

A second format for 5 compounds above.
SMILES	TEAD-YAP inh	GPR151 ag	FBW7 act	MITF primary
NS(=O)(=O)c1ccc(NC(=O)c2ccc(Br)s2)cc1	-1	1.1	-0.1	0
O=C(Nc1ccc(N2CCOCC2)cc1)c1ccc2nc(-c3ccc(C(=O)NC4CC4)cc3)sc2c1	-3	-2.8	-0.2	4
CCn1c(=O)n(CC(=O)NCc2ccccc2OC)c(=O)c2ccccc21	-4	-0.8	-0.1	2
O=C1OC(c2ccc(Cl)c([N+](=O)[O-])c2)=N/C1=C/c1ccc(Cl)cc1	-1	-0.5	0.1	6
CCOC(=O)c1sc(NC(=O)COc2cc(C)ccc2C(C)C)c(C(=O)OCC)c1C	-1	0.6	-0.1	-14

Remaining list, next part:
Second line of a record: TEAD-YAP inh | GPR151 ag | FBW7 act | MITF primary
C(=N\NC1=NCCCCC1)/c1ccc2c(c1)OCCO2
 : -35 | -0.6 | 0.2 | 10
CC(=O)CN1C(=O)C(=O)c2cc(Br)ccc21
 : 10 | 0.5 | -0.1 | 24
O=C(CN1CCC2(CC1)NC(=O)c1ccccc1O2)Nc1ccccc1N1CCOCC1
 : -7 | 0.4 | 0.1 | 2
COc1ccccc1NC(=O)C1CCCN(S(=O)(=O)c2c(C)noc2C)C1 (stereo not drawn)
 : 17 | -0.4 | 0.4 | 4
O=S(=O)(c1cc(Br)ccc1Br)N1CCCc2ccccc21
 : -1 | -1.2 | 0.3 | 2
CCN1CCc2c(sc(NC(=O)Cc3ccccc3)c2C(N)=O)C1
 : 3 | -1.3 | 0.6 | 10
Cc1cc(C)nc(SCC(=O)C2CC2)n1
 : -8 | 0.7 | 0.1 | -5
COC(=O)c1ccc2c(c1)N(Cc1ccc(C)cc1)C(=O)CS2
 : -6 | 1.0 | 0.0 | -3
C=CCn1c2cc(C)sc2c2cnn(Cc3ccccn3)c(=O)c21
 : -8 | 0.3 | -0.1 | 3
O=C(NC(=C(Cl)Cl)S(=O)(=O)c1ccc(F)cc1)c1ccccc1
 : 4 | 0.9 | -0.1 | 0
O=C(NCCOc1ccc(F)cc1)c1ccccc1Br
 : -50 | -1.0 | 0.0 | 3
Cc1ccc(-n2nc3c(c2NC(=O)c2cccc(C)c2)CS(=O)(=O)C3)cc1
 : 0 | -0.4 | 0.0 | -3
O=C(O)C1Cc2c([nH]c3ccccc23)C(c2ccc(O)c(O)c2)N1 (stereo not drawn)
 : -5 | 0.5 | 0.2 | 7
O=C(O)CCCn1c(=O)oc2ccccc21
 : -2 | 0.2 | 1.6 | 4
Cc1ncc(CO)c(CNc2ccc(F)cc2F)c1O
 : -11 | -0.3 | -0.2 | -9
CCOC(=O)C1(CC2CC2)CCN(C(=O)Cn2cnnn2)CC1
 : -9 | -0.9 | 0.0 | -2
CN1CCN(NC(=O)c2cc(-c3ccc(Br)s3)nc3ccccc23)CC1
 : -10 | 0.4 | 0.0 | -3
CC(=O)c1ccc(-c2cc(Cl)c3c(c2)CC(CNC(=O)c2ocnc2C)O3)s1 (stereo not drawn)
 : -15 | 1.2 | 0.0 | -2
CC(C)n1c(N2CCN(c3ccccn3)CC2)nc2c(NCc3ccccc3)ncnc21
 : -14 | -1.8 | 0.0 | 4
Cn1c(=NC(=O)c2cccc(N3C(=O)CCC3=O)c2)sc2cccc(F)c21
 : -20 | 2.6 | -0.2 | -5
Cc1ccsc1CCNC(=O)CCS(=O)(=O)c1cc2c(cc1Cl)NC(=O)CO2
 : 1 | -1.0 | 0.3 | -1
Cc1cccc(-c2nnc(SCC(=O)Nc3ncc(C)s3)n2C)c1
 : 2 | -0.6 | 0.2 | 8
O=c1c2sccc2nc(SCc2cccc(F)c2)n1-c1ccccc1
 : 0 | -2.3 | 0.6 | 6
C=CCOc1cccc(C(=O)N2CCc3nnc(C(NC(=O)CC)C(C)C)n3CC2)c1 (stereo not drawn)
 : 0 | -0.8 | -0.1 | 7
COC(C(OC)N1CCCC1=O)N1CCCC1=O (stereo not drawn)
 : 1 | -1.0 | 0.4 | 14
O=C(CCc1nnc(C2(c3ccc(Cl)cc3)CCC2)o1)NC1CCOC1=O (stereo not drawn)
 : 6 | -0.8 | 0.1 | 1
COc1ccc(NC(=O)Cn2c(=O)n(C(C)C)c(=O)c3oc4ccccc4c32)cc1
 : 20 | 1.3 | 0.3 | 7
CC(/C=C/c1ccc(F)cc1)=N/Nc1ccc([N+](=O)[O-])cc1
 : -5 | -1.1 | 0.3 | 22
CCc1nn(CC(=O)NCc2cccnc2)c(=O)c2cccn12
 : 11 | -1.2 | -0.1 | 17
CCOc1cc(/C=C2/C(=N)N3N=C(C(C)C)SC3=NC2=O)ccc1OCc1ccccc1F
 : 0 | -0.9 | 0.1 | -12
O=C(NCCO)c1ccc(-c2ccc(N3CCOCC3)nc2)s1
 : -42 | -11 | 0.0 | 9
CNC(=S)NCCc1c[nH]c2ccc(OC)cc12
 : 7&0 | -1.5&-0.1 | 0.0&-0.1 | 4&-6
COc1cc(N)c(Cl)cc1C(=O)OCC(=O)NC(C)C12CC3CC(CC(C3)C1)C2 (stereo not drawn)
 : -15 | 3.0 | 0.0 | -15
CC(C)(C)c1ccc(-c2nnc(-c3cccc(-c4nnc(-c5ccc(C(C)(C)C)cc5)o4)n3)o2)cc1
 : 11 | 0.3 | 0.2 | 17
O=C(C(=O)N1CCCc2ccccc21)N1CCCc2ccccc21
 : 2 | 0.5 | -0.1 | -1
O=C(NC(Cc1c[nH]c2ccccc12)C(=O)Nc1ccccc1)Oc1ccccc1 (stereo not drawn)
 : 10 | 0.7 | -0.1 | 6
O=C(CSc1nc(-c2ccccc2)cn1-c1ccc(F)cc1)c1cccs1
 : -12 | -1.0 | -0.2 | -2
CCCCC(=O)Nc1cccc(C(=O)NN)c1
 : -11 | -0.2 | 0.1 | 7
CCOC(=O)Cc1csc(NC(=O)C2=C(C)C(=O)OC23CCCCC3)n1
 : 14 | 1.5 | 0.2 | -1
COc1cccc(C2NC(CC(C)C)(C(=O)O)C3C(=O)N(C(C)C)C(=O)C23)c1O (stereo not drawn)
 : 13 | -0.4 | -0.1 | -2
CN(C)c1ccc(/C=C2\N=C(c3ccccc3Br)OC2=O)cc1
 : -12 | -1.1 | 0.0 | 3
O=C(CSc1nc2c(c(=O)n1CCc1ccccc1)SCC2)Nc1ccccc1F
 : 1 | 1.6 | -0.1 | 10
COC(=O)c1ccc(-n2c(C)cc(C=C3C(=O)N(C)C(=O)N(C)C3=O)c2C)cc1
 : -2 | -0.6 | -0.2 | 7
COCCCN1C(=O)c2ccccc2CC1(C)C(=O)NC1CCCCCC1 (stereo not drawn)
 : -4 | 5.6* | -0.1 | -7
Cc1ccc(NC(=O)c2ccccc2Cl)c(C(=O)O)c1
 : 0 | -0.5 | 0.3 | -13
COCCCNC(=O)c1cnn2c(C)c(Cc3ccccc3)c(C)nc12
 : 5 | -0.5 | 0.0 | 5
NS(=O)(=O)c1cccc(NC(=O)COC(=O)/C(=C/c2cccs2)c2cccs2)c1
 : 0 | -0.2 | -0.1 | 0
Cc1cc(O)ccc1NC(=O)c1ccc2c(c1)C(=O)N(Cc1cccnc1)C2=O
 : -15 | -1.8 | -0.1 | -6
C=CCn1cnc2scc(-c3ccc(Br)cc3)c2c1=O
 : -2 | 2.0 | 0.0 | -3
CC1=NN(c2ccccc2)C(=O)C1C(c1ccc2c(c1)OCO2)C1C(=O)N(c2ccccc2)N=C1C (stereo not drawn)
 : 0 | -0.7 | -0.2 | 12

Next section
Second line of a record: TEAD-YAP inh | GPR151 ag | FBW7 act | MITF primary
CSc1nc(N2CCCCC2)c2c(c1C#N)CCCC2
 : -1 | -1.1 | -0.1 | -3
COCCNC(=O)c1cn(CCOC)c(=O)c2c1c1ccccc1n2C
 : 3 | -0.2 | 0.0 | 0
Cc1cc(C(=O)Nc2ccc3c(c2)OCCO3)cs1
 : 41* | -4.6 | 0.0 | 10
COC(=O)c1c(C)[nH]c(C(=O)C(C)OC(=O)CCc2nc3ccccc3c(=O)[nH]2)c1C (stereo not drawn)
 : -5 | 1.2 | -0.1 | -6
CC1CCN(C(=O)c2scc3c2OCCO3)CC1
 : 6 | 0.9 | 0.2 | 11
CCCCc1ccc(NC(=O)c2cc3ccccc3cc2O)cc1
 : -8 | 0.3 | 0.1 | 11
CN(C)c1ccc(CN2CC34C=CC(O3)C(C(=O)O)C4C2=O)cc1 (stereo not drawn)
 : -10 | 0.5 | 0.5 | 22
CCN1C(=O)[C@H]2[C@H]3[C@H](O)[C@H](O)C/C(=N\OC[C@@H](O)[C@H]4O[C@@H]5OC(C)(C)O[C@@H]5[C@H]4O)[C@@H]3CC[C@H]2C1=O
 : nt | 1.0 | 0.0 | 1
COc1ccc(NC(=O)c2c(NCc3ccncc3)sc3c2CCC(C)C3)c(OC)c1 (stereo not drawn)
 : -8 | -0.4 | -0.1 | -10
COc1cc(C2C(C(=O)OCCOc3ccccc3)=C(C)NC3=C2C(=O)CC(c2ccc(Cl)cc2)C3)ccc1O (stereo not drawn)
 : 9 | -1.1 | 0.0 | 2
CCN1CCN(Cc2c(C)[nH]c3ccc(C(=O)OC)cc3c2=O)CC1
 : -3 | 1.1 | 1.2 | 13
Cc1ccc(F)cc1NC(=O)N1CCCN(C(=O)OC(C)(C)C)CC1
 : 5 | -0.1 | -0.1 | -3
CC1=CC(C)(C)NC(=S)N1c1ccccc1Br
 : 7 | -0.9 | 0.1 | -3
O=C(CNC(=O)c1ccc(Cl)cc1)NO
 : 0 | -1.6 | 0.1 | 9
CCc1ccccc1NC(=O)c1onc(C)c1Cl
 : -3 | 0.3 | -0.1 | 0
O=C(OCc1cc(-c2ccccc2)on1)c1c(F)cccc1F
 : -18 | -0.6 | 0.1 | -4
Cc1ccc(OCC(=O)O)c(Br)c1
 : -4 | -0.1 | 0.0 | 1
C=C(C)Cn1c(-c2ccc([N+](=O)[O-])cc2)n[nH]c1=S
 : -1 | 0.1 | -0.1 | -6
CCN(CC)C(=O)Cn1ncc2c1-c1ccccc1OC2
 : -2 | 0.0 | 0.0 | -4
Cc1ccc2nc(NC(=O)c3ccccc3Oc3ccccc3)sc2c1
 : 15 | -0.2 | 0.5 | -16
N#C/C(=C\c1cc(Br)ccc1O)C(=O)NCc1ccccc1
 : -4 | -0.9 | 0.2 | -9
